cytoskel mod: modifiers of F-actin cytoskeleton organization, primary screen, imaging, HUVEC, phalloidin staining, high-content imaging; inhibition, % at 2 µM; 91,000 compounds, 0.18% hits; HUVEC TNFa F-actin phalloidin imaging; AID 836, 2007;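 active means inhibition above the batch mean plus 3 SD and confirmed as a hit by visual image inspection, cut at about 30% in these data, passing the limit was not always enough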; further: strong numbers were not always called active
VCAM1 TNFa inh: inhibitors of TNFa-induced VCAM1 expression, primary screen, imaging, HUVEC, TNFa stimulus, immunofluorescence. AID 802, 2007. 95,000 compounds, 0.48% hits. HUVEC TNFa-induced VCAM-1 immunofluorescence, high-content imaging. inhibition, % at 2 µM;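 active means inhibition above the batch mean plus 3 SD, with images confirmed as a hit by eye, cut at about 37% in these data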;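 further: 0% = TNF-stimulated DMSO wells and 100% = unstimulated control wells; not every result past the cut was called active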
HUVEC inhibit: inhibitors of HUVEC proliferation, primary screen, cell-based, 384-well; CellTiter-Glo luminescence, 72 h; active compounds read low; viability, % at 10 µM (by protocol); 86,000 compounds, 1.1% hits; AID 648, 2007;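 active means viability at or below 30%; inactive means viability above 30%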;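 further: 100% = median luminescence of DMSO-only cell control wells on each plate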
HUVEC tox TNFa: cytotoxicity in TNFa-stimulated HUVEC, primary screen, cytotoxicity control for VCAM1 expression modulator project, imaging, Hoechst nuclei count; 93,000 compounds, 0.17% hits; cell count reduction, % at 2 µM; HUVEC TNFalpha-stimulated, Hoechst cell count;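 active means cell count reduction exceeding the screen mean by over 5 SD, scaled to untreated wells per plate, cut at about 78% in these data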;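 further: cells counted after 24 h of TNF alpha exposure following the 1 h pretreatment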
HUVEC tox IL1B: cytotoxicity in IL-1B stimulated HUVEC, primary screen, cytotoxicity control for IL-1B NFkB translocation project, imaging, Hoechst nuclear count, IL-1B stimulus; HUVEC cell count loss; cell count reduction, % at 2 µM; 94,000 compounds, 0.41% hits; AID 845, 2007;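 active means cell count reduction more than 3 SD above the screen-wide mean, cut at about 70% in these data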;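 further: normalized per plate to untreated control cells as the no-loss baseline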
Pyk2 oligo antag: antagonists of Pyk2 self-association, primary screen, Q293 cells, FERM NanoBiT luminescence, HTS; Protein-tyrosine kinase 2-beta (Homo sapiens), Q14289; active compounds read low; z-score (the deposit names both 25 µM and 10 µM); 99,000 compounds, 0.83% hits;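 active means Z-score of -3 or lower, scaled per plate to the spread of control and sample wells; inactive means z-score above -3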;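 further: negative z-score means lost luminescence so less FERM oligomerization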
Target sequence (Q14289 whole entry, looked up): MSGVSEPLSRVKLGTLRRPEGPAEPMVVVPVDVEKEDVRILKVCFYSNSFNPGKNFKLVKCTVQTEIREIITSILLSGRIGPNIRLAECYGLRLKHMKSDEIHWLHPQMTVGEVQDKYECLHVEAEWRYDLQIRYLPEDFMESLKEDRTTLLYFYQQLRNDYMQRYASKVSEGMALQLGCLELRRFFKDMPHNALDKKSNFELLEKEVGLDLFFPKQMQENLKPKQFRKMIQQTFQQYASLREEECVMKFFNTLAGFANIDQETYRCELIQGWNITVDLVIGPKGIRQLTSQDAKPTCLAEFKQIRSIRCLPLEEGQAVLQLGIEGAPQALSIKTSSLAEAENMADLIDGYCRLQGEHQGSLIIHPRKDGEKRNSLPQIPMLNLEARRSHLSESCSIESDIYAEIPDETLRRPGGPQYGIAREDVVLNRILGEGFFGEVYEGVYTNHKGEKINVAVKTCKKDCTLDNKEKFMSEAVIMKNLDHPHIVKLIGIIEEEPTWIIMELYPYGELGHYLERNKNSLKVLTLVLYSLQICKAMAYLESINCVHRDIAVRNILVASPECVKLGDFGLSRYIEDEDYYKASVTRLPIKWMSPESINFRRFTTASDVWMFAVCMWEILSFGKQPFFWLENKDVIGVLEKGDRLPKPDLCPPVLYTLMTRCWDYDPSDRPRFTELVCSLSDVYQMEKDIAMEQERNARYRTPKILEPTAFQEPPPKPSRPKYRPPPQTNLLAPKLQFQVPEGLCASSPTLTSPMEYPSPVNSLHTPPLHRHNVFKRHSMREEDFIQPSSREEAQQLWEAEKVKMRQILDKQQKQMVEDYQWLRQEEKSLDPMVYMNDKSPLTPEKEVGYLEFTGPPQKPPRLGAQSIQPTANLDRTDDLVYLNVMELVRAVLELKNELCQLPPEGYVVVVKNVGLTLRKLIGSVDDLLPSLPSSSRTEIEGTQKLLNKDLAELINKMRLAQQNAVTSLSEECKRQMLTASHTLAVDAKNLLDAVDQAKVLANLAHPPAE
Smad3 FoxH1 inh: Smad3/FoxH1 peptide binding inhibitors, primary screen, biochemical, TR-FRET. Mothers against decapentaplegic homolog 3 (Homo sapiens), P84022. TR-FRET Smad3/Dy647-FoxH1 peptide binding, europium anti-His. inhibition, % at 25 µM. 88,000 compounds, 0.29% hits. AID 630, 2007;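 active means compounds that reduce the energy-transfer binding signal between the protein and its labelled peptide by more than half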;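 further: 0% = Smad3 plus labelled peptide maximal FRET and 100% = peptide-only background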
H69AR inhibit: proliferation blockers of H69AR lung cancer cells, primary screen, cell-based, human, 86K library. AID 598, 2007. 85,000 compounds, 6% hits. H69AR lung tumor viability, ATP luminescence, 72 h; active compounds read low. viability, % at 10 µM;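 active means viability at or below 40%; inactive means viability above 40%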;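 further: multidrug resistant small cell line overexpressing MRP-1 efflux transporter; 100% = mean luminescence of untreated control wells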
Lung fibro prol: antiproliferative effect on LL 47 fibroblasts – human, LL 47 cells, CellTiter-Glo luminescence, primary screen. LL 47 human lung fibroblast viability, ATP luminescence; active compounds read low. AID 719, 2007. 85,000 compounds, 1.1% hits. viability, % at 10 µM;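 active means viability at or below 50% in the single dose screen; inactive means viability above 50%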;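 further: compound exposure lasted 72 h before the ATP readout; 100% = median luminescence of untreated cell-only wells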
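Test system: LL 47 human lung fibroblasts / Quantity: 1,150 cells in each well / Medium: IMEM growth medium with 15% fetal bovine serum / Incubation: 72 h compound exposure at 37 °C after overnight plating / Detection: CellTiter-Glo luminescence measuring cellular ATP / Read-out: % viability versus median cells-only luminescence / Benchmarks: cell-only wells, no compound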
* marks the source's active call; other numbers are inactive results; nt = no result given; [ ] = remark or other dose. Only part of the results is shown; count on the stated rates, not on these rows.

cpd	Molecule	cytoskel mod	VCAM1 TNFa inh	HUVEC inhibit	HUVEC tox TNFa	HUVEC tox IL1B	Pyk2 oligo antag	Smad3 FoxH1 inh	H69AR inhibit	Lung fibro prol
1	O=c1c2ccccc2nc2n1CCS2	nt	nt	99	nt	nt	-0.2	1	89	98
2	CCOC(=O)CC1C(=O)NCCN1S(=O)(=O)c1ccccc1Cl (stereo not drawn)	-10	19	nt	3	28	0.83	nt	nt	nt
3	O=C(NCC1CCS(=O)(=O)C1)Oc1ccccc1 (stereo not drawn)	nt	7	91	-8	9	-0.45	2	98	97
4	CCOC(=O)N1CCN(C(=O)c2ccc(CNS(=O)(=O)c3ccc(C)cc3)cc2)CC1	8	-8	93	-17	8	2	10[fluorescence artefact?]	101	95
5	CCN(CC)CCNC(=O)C1c2ccccc2C(=O)N(C)C1c1cn(C)c2ccccc12 (stereo not drawn)	-2	-3	92	nt	1	0.63	7	92	97
6	Cn1nc(-c2ccc(N3CCOCC3)c(NC(=O)c3ccccc3)c2)c2ccccc2c1=O	14	8	93	-8	-5	nt	3	42	96
7	COc1cc(C(=O)Oc2ccccc2/C=N/NC(=O)c2ccc(Cl)cc2Cl)cc(OC)c1OC	12	9	nt	-33	-31	-1.6	nt	nt	nt
8	CCOc1ccccc1-n1c(SCC(=O)NC2CCCC2)nnc1-c1ccoc1C	nt	nt	103	nt	-4	-0.88	6	82	103
9	CS(=O)(=O)N(CCc1ccccc1)CC(=O)NCc1ccccn1	17	-10	102	-6	-14	-0.07	-5	97	102
10	N#CC(C(=O)c1ccc(S(=O)(=O)N2CCCCCC2)cc1)c1nc2ccccc2[nH]1 (stereo not drawn)	3	4	76	-16	0	-2.8	4[fluorescence artefact?]	93	94
11	O=C(OCn1nnc2ccccc2c1=O)c1ccc2ncsc2c1	-14	-23	100	-17	-14	0.73	-3	101	99
12	Cc1ccc(-c2noc(CNCCCN(C)C)n2)cc1	nt	-8	90	-13	-47	0.07	-3	nt	102
13	CSc1nc2ccccc2n1CC(=O)Nc1ccccc1	9	-2	87	-12	15	-1.1	-4	84	102
14	CCOC(=O)CSc1nc2ccccc2n1C(=O)OCC	0	10	98	4	-20	0.43	-9	96	111
15	Cc1noc(/C=C/N(C)C)c1S(=O)(=O)N1CCCC(C(=O)NCCC2=CCCCC2)C1 (stereo not drawn)	-3	2	75	-2	-35	nt	4	100	95
16	CCc1ccc(N=CC2=C(O)CC(c3ccco3)CC2=O)cc1 (stereo not drawn)	-3	-2	80	-9	-29	0.31	-1	95	99
17	O=P1(O)C=C(c2ccccc2)NC(c2ccccc2)=C1	38	1	nt	-27	10	0.91	nt	nt	nt
18	O=C(O)CCCC(=O)Nc1cccc(C(F)(F)F)c1	nt	nt	99	nt	nt	0.77	-7	96	103
19	Cc1ccc(C)c(N2CCN(C(c3ccc(N(C)C)cc3)c3nnnn3C(C)(C)C)CC2)c1 (stereo not drawn)	19	-2	93	-40	6	-0.11	7	101	95
20	Cc1cc(NC(CC(C)C)C(=O)O)nc(Cc2ccccc2)n1 (stereo not drawn)	-36	-8	nt	4	-31	-0.04	nt	nt	nt
21	O=C1c2ccncc2C(=O)N1CO	2	-2	91	8	-11	0.83	-4	92	99
22	CCCCC(CC)C1OCC(CN2CCCC2)O1 (stereo not drawn)	5	5	nt	-17	-53	-0.2	nt	nt	nt
23	CN1CCN(c2ccccc2NC(=O)c2cc(Br)ccc2Cl)CC1	4	6	93	-8	-48	0.42	12	85	92
24	CCCOc1cc(C)c(S(=O)(=O)n2nnc3ccccc32)cc1C	-2	-46	100	-9	18	1.4	7	92	105
25	CC(C)c1ccc(Nc2ncccc2C#N)cc1	9	16	nt	-6	-75	0.08	nt	nt	nt
26	Cn1c(=O)c2c(nc(CN3CCC(C(N)=O)CC3)n2CCc2ccccc2)n(C)c1=O	23	-6	108	-12	2	0.41	5	96	109
27	c1ccc(-c2onc3c2CCCC3)cc1	-10	-8	94	nt	-12	0.44	7	107	105
28	CCC(=O)OCCn1c(=O)c2cc3c(=O)n(CCOC(=O)CC)c(=O)c3cc2c1=O	26	-4	116	-28	-12	0.06	1	102	108
29	CCC1CCCCN1CCCNC(=O)COc1cc(=O)n(C)c2ccccc12 (stereo not drawn)	-7	7	84	-31	-20	1	11	87	102
30	CC1(C)SC2c3ccccc3C(=O)N2[C@@H]1C(=O)NCc1ccco1 (stereo partly drawn)	22	6	103	2	39	0.71	9	106	106
31	COC(=O)c1ccccc1NC(=O)C1CCCCC1C(=O)O (stereo not drawn)	-25	-13	108	nt	6	0.83	6	89	100
32	N#CC(C(=O)NCc1ccco1)c1nc2ccccc2nc1N1CCOCC1 (stereo not drawn)	24	7	56	-25	-7	-1.2	15	61	90
33	Cn1c(=O)[nH]c(=O)c2c1nc(N1CCN(c3ccccc3)CC1)n2CCSc1ncccn1	-31	9	nt	-8	8	nt	nt	nt	nt
34	CC(=O)Nc1ccc(/C=N/NC(=O)c2cc3cc(C)ccc3nc2C)cc1	-8	-6	nt	-6	-4	-1	nt	nt	nt
35	O=C(c1cccs1)N1CCC(N2CCN(c3ccccc3)CC2)CC1	nt	nt	84	nt	nt	1.2	12	90	97
36	COc1ccccc1OCc1nc2ccccc2[nH]1	1	1	105	4	-31	0.08	10	90	100
37	O=C(NNC(=S)Nc1cccc2ccccc12)c1cccc(Br)c1	2	-4	68	-14	9	0.28	8	60	107
38	Cn1c(=O)c2cc(S(=O)(=O)NC(C(=O)NCc3ccccn3)c3ccccc3)ccc2n(C)c1=O (stereo not drawn)	0	6	nt	-36	23	nt	nt	nt	nt
39	COc1ccc(C2C(C(C)=O)=C(C)Nc3ncnn32)cc1OC (stereo not drawn)	3	1	103	-7	-15	-0.02	7	96	103
40	CN1CCN(C(=O)c2ccc(COc3ccc(Cl)cc3Cl)cc2)CC1	-2	0	13*	-11	22	-0.91	0	75	86
41	CCOC(=O)c1cc2sccc2n1CC(=O)OC	-7	13	98	-9	-33	0.09	-3	77	89
42	O=C(Nc1ccccn1)N1CCOCC1	-26	2	108	7	10	0	-9	94	101
43	N#Cc1ccc(CSc2nnc(NC(=O)CN3C(=O)C4CC=CCC4C3=O)s2)cc1 (stereo not drawn)	-6	-15	111	-2	-6	0.27	-1	88	103
44	O=C1CN(c2ccccc2Cl)C(=O)CN1c1ccccc1Cl	3	15	94	-12	-109	-0.1	-6	83	87
45	CCCSc1oc(-c2ccco2)nc1S(=O)(=O)c1ccccc1	12	-11	112	-12	2	-0.65	7	92	87
46	COc1ccc(-c2cc(OC(=O)c3ccc(F)cc3)c3c(C)oc(C)c3c(=O)c2)cc1	12	13	nt	-34	-19	nt	nt	nt	nt
47	CC(=O)c1cnc(Nc2nc(C)c3ccccc3n2)nc1C	-39	2	86	nt	16	nt	8	89	95
48	CCOC(=O)CC1C(=O)NCCN1Cc1cccc(OC)c1 (stereo not drawn)	2	21	96	-35	7	nt	2	89	103
49	COc1ccc(OC)c(C(=O)CSc2nnc(-c3cccs3)o2)c1	-5	14	101	-9	-24	-0.19	0[fluorescence artefact?]	92	102
50	Cc1ccc(S(=O)(=O)N2CCOCC2)cc1C(=O)NCc1ccco1	-20	-2	105	-12	7	0.66	7	97	105
51	COc1ccc(C(=O)Nc2cc(C(=O)NCCc3ccccc3)ccc2Cl)cc1	-16	-14	nt	11	2	-1	nt	nt	nt
52	COc1ccc(NC(C)=O)cc1NC(=O)CN1CCN(C2c3ccccc3-c3ccccc32)CC1	28	-13	67	-7	2	-0.49	-13	57	96
53	CN(Cc1ccccc1)S(=O)(=O)c1ccc(S(=O)(=O)N(Cc2ccc(F)cc2)C2CCCC2)cc1	5	2	87	8	2	0.64	1	32*	99
54	N#Cc1ccc(-c2csc(NC(=O)C3CC3)n2)cc1	-13	-2	112	-1	-62	nt	-2[fluorescence artefact?]	96	106
55	CCOC(=O)CNC(=O)CSc1ncnc2c1cnn2Cc1ccccc1	6	2	88	27	-24	-0.03	11	97	87
56	Nc1c(C(=O)c2ccccc2)oc2ccccc12	-9	10	89	9	-25	0.27	1	72	81
57	CC(=O)N=c1sc(C(C)(C)C)c(C)n1C	-14	16	98	-43	-19	0.33	0	89	nt
58	COc1cc(C2CC(=O)c3cnc(NC(=O)COc4ccccc4)nc3C2)cc(OC)c1OC (stereo not drawn)	-11	4	87	-39	-23	-3.1*	-3	75	88
59	COc1ccc(OC)c(S(=O)(=O)N2CCN(C)CC2)c1	nt	nt	102	nt	nt	0.91	-21	43	102
60	CCN1CCN(C(=O)C2CC(c3ccc(F)cc3)=NO2)CC1 (stereo not drawn)	nt	nt	90	nt	nt	nt	-3	90	99

A draw from above in order of number of heavy atoms, highest first:
cpd	Molecule	cytoskel mod	VCAM1 TNFa inh	HUVEC inhibit	HUVEC tox TNFa	HUVEC tox IL1B	Pyk2 oligo antag	Smad3 FoxH1 inh	H69AR inhibit	Lung fibro prol
55	CCOC(=O)CNC(=O)CSc1ncnc2c1cnn2Cc1ccccc1	6	2	88	27	-24	-0.03	11	97	87
50	Cc1ccc(S(=O)(=O)N2CCOCC2)cc1C(=O)NCc1ccco1	-20	-2	105	-12	7	0.66	7	97	105
57	CC(=O)N=c1sc(C(C)(C)C)c(C)n1C	-14	16	98	-43	-19	0.33	0	89	nt

Later entries.
cpd	Molecule	cytoskel mod	VCAM1 TNFa inh	HUVEC inhibit	HUVEC tox TNFa	HUVEC tox IL1B	Pyk2 oligo antag	Smad3 FoxH1 inh	H69AR inhibit	Lung fibro prol
61	CCOc1ccc(C(=O)OCC(=O)Nc2cc(C)on2)cc1OCC	8	-12	93	-13	12	-0.16	1	92	99
62	Cc1ccc(C)c(SCC(=O)Nc2nnc(-c3ccccc3)o2)c1	-8	13	69	-18	6	0.81	3	73	107
63	CCOC(=O)c1ccc2nc(NC(=O)c3cccs3)sc2c1	-18	-9	75	-2	18	-1.9	4	38*	88
64	O=C(Nc1ccccc1)c1ccc(OC(=O)c2cc3ccccc3o2)cc1	6	14	75	-1	15	-0.9	16[fluorescence artefact?]	89	93
65	O=C(Oc1ccc(Br)cc1C(=S)N1CCCC1)c1ccccc1Cl	-1	-14	nt	nt	-1	-1.5	nt	nt	nt
66	CCC(=O)NC(NCC1CCCO1)C(Cl)(Cl)Cl (stereo not drawn)	-24	12	nt	1	-26	-1.2	nt	nt	nt
67	O=S(=O)(NC1CC2CCC1C2)c1ccc(Br)s1 (stereo not drawn)	9	-2	93	2	-3	1.3	9	104	97
68	Cc1ccc2c(c1)-c1c(ssc1=S)C(C)(C)N2C(=O)CSc1nncn1C	-18	13	89	-21	-6	-0.87	1	79	92
69	O=C(NCc1ccco1)c1cnn2c1NC(c1ccc(Br)cc1)CC2C(F)(F)F (stereo not drawn)	8	-12	97	-22	-2	-0.81	2	96	100
70	Cn1c(=O)c2cc(S(=O)(=O)NC(C(=O)NCc3cccnc3)c3ccccc3)ccc2n(C)c1=O (stereo not drawn)	12	-11	101	-8	-11	nt	7	103	108
71	Nc1ccc(S(=O)(=O)c2ccc(Cl)cc2)cc1	-11	-11	89	0	28	-0.65	-2	90	96
72	O=C(CCN1C(=O)CSC1=O)Nc1ccc(Br)cc1	11	-6	92	-12	-4	-0.14	1	94	98
